Assay outcomes: PubChem, National Center for Advancing Translational Sciences (NCATS)
Lamin A splicing – qHTS Assay for Modulators of Lamin A Splicing. HeLa LMNA splicing GFP/RFP minigene ratio, 48 h. 200,000 compounds, 0.01% hits. AID 1487, 2009. Potency, µM (doses to about 46.1 µM), inactives show at the top dose ratio change, negative = inhibition, most hits filed as inhibitors; active = well fitted inhibition curve with a large enough effect in the signal ratio, with a control signal flat, not every such curve was filed as active; inconclusive = small, poorly fitted or top-dose-only effect, or effect the other way, or a change in a side signal; the % refers to the signal ratio; note: potency is the fitted concentration of half-maximal effect; % is set by controls: 0 for no effect and ±100 for the full control effect
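S3 HeLa stable clones carrying a lamin A-EGFP splicing minigene plus DsRed2 were seeded at 600 cells/well in Opti-MEM with 2% FBS, pin-dosed and incubated 48 h at 37°C. Acumen cytometry (488 nm) gave the GFP/RFP total-intensity ratio.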
NPSR antag – qHTS Assay for Antagonists of the Neuropeptide S Receptor: cAMP Signal Transduction; Q6W5P4; Potency, µM (top dose mostly 38.3 µM), without a hit: at the highest dose activity change, negative = inhibition, usual class: inhibitors; AID 1461, 2008; 220,000 compounds, 1% hits; CHO-NPSR cells, cAMP TR-FRET, antagonist mode; note: potency is the fitted concentration of half-maximal effect; % is set by controls: 0 for no effect and ±100 for the full control effect; nearly all actives have a fitted effect of over 50% in size; many of its hits are not listed in these tables
Target sequence (Q6W5P4 whole entry, looked up): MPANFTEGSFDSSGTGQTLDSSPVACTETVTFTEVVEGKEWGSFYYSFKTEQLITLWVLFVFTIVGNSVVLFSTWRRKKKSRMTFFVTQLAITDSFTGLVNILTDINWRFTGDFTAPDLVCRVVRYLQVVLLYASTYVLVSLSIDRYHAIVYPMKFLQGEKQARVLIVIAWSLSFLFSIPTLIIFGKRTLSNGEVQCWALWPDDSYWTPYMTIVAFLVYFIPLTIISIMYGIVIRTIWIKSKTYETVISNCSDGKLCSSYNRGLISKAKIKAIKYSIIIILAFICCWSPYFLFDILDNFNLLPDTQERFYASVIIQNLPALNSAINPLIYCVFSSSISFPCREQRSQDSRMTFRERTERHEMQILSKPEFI
CBFb-RUNX1 inh – qHTS Assay for Compounds Blocking the Interaction Between CBF-beta and RUNX1 for the Treatment of Acute Myeloid Leukemia | Runt-related transcription factor 1 (Homo sapiens) + Core-binding factor subunit beta … | AlphaScreen CBFb-His/RUNX1-biotin binding, biochemical | Potency, µM (series often up to 59.8 µM), for inactives: at the top dose activity, negative = inhibition, hits mostly inhibitors | 230,000 tested, under 10 active | AID 1477, 2009; note: % of control where 0% means no effect
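CBFb-His/RUNX1-biotin, 30 nM each, preincubated 20 min RT; compound 15 min RT; Ni + streptavidin beads 50 ng each, 90 min RT; AlphaScreen read.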
IMPase Li cell – qHTS Assay for Identifying the Cell-Membrane Permeable IMPase Inhibitors: Potentiation with Lithium; CHO-M1 cells, IP1 TR-FRET (IP-One), carbachol + lithium; AID 1457, 2008; Potency, µM (top dose mostly 59.4 µM), for the others: top-dose activity, negative = IMPase inhibition, usual class: inhibitors; 210,000 compounds, 0.35% hits;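 note: IP1 builds up when IMPase is blocked and the TR-FRET signal falls; potency is the fitted concentration of half-maximal effect; plate controls were basal vehicle for no effect and high inhibitor control for full effect; nearly all actives have a fitted effect of over 50% in size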
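Readout is a homogeneous TR-FRET IP1 immunoassay (Ex 320, Em 665 and 620), where raised cytosolic IP1 lowers signal. Cells were CHO-M1 treated 30 min at 37C with test compounds plus a little lithium; AC50 values came from Hill-equation fitting.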
GLA spleen mod – qHTS Assay for Inhibitors and Activators of Human alpha-Galactosidase From Spleen Homogenate; Alpha-galactosidase A (Homo sapiens), P06280; human spleen homogenate, 4MU-alpha-Gal fluorescence, 40 min; 240,000 compounds, 0.008% hits; Potency, µM (highest dose often 80 µM), for the others: top-dose activity change, negative = inhibition, most hits filed as inhibitors;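 note: potency is the fitted concentration of half-maximal effect; 0% = enzyme with vehicle and -100% = no enzyme basal signal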
Target sequence (P06280 32-429 limits assumed): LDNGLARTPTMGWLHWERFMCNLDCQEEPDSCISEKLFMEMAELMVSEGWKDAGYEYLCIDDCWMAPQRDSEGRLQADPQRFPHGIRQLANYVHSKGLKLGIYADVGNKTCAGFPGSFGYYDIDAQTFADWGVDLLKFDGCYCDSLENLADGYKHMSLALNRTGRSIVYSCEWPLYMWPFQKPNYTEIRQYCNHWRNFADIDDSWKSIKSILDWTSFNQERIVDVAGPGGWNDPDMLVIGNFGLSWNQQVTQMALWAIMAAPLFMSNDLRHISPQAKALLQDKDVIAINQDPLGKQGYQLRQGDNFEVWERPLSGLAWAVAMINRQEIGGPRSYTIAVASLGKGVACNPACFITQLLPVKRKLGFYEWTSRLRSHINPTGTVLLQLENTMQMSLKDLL
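Fluorogenic readout (Ex 365/Em 440 nm) of 4-methylumbelliferone released from 1 mM 4-MU-alpha-galactoside by spleen homogenate, 40 min at 37C, pH 5.0. Data normalized to no-enzyme and enzyme controls; Hill-equation AC50 from compound titrations.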
Luc counter – Counterscreen for Luciferase (Kinase-Glo TM) Inhibition; Kinase-Glo luciferase, ATP luminescence, 8 min; Potency, µM (series often up to 38.3 µM), for inactives: top-dose activity change, negative = inhibition, most hits filed as inhibitors; 200,000 compounds, 0.28% hits; note: potency is the fitted concentration of half-maximal effect; % is set by controls: 0 for no effect and ±100 for the full control effect; nearly all actives have a fitted effect of over 60% in size
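Recombinant Kinase-Glo luciferase, 10 uM ATP (linear range), luciferin; imidazole pH 7.2 / KCl / MgCl2 / Tween / BSA buffer; 8 min RT; luminescence.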
Epigenetic derep – Quantitative High-Throughput Screen for Regulators of Epigenetic Control. murine LDR cells, GFP reporter derepression, 30 h. Potency, µM (top dose mostly 53.9 µM), without a hit: top-dose GFP activation, hits mostly activators. 280,000 compounds, 0.2% hits. AID 1865, 2009; note: potency is the fitted concentration of half-maximal effect; % of control where 0% means no effect; nearly all actives have a fitted effect of over 60% in size
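In this reporter-derepression format, murine cells bearing a silenced integrated CMV-GFP locus incubate with test compound (30 h, 37 C), then are washed and imaged; fluorescent objects of 20–120 um count as induced cells.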
The depositor's hits bear a star; ? = inconclusive; . = no result given; & = joins results of further samples; [ ] = another dose, or the depositor's remark. Unless noted, calls come from the whole dose curve; as a rule, active = well fitted curve in the direction sought with a large enough effect; inconclusive = small, poorly fitted or top-dose-only effect, or another doubt; inactive = no such curve, though single readings can be large; an effect the other way counts as inactive or inconclusive. This is a subset. The share of hits here may be higher or lower than overall.

SMILES | Lamin A splicing | NPSR antag | CBFb-RUNX1 inh | IMPase Li cell | GLA spleen mod | Luc counter | Epigenetic derep
Nn1cc(-c2ccccc2)nc1SCC(=O)Nc1ccc(S(N)(=O)=O)cc1 | 11%[46 µM] | -12% | -3% | . | -8% | . | 1.1%
CC(C)CCNC(=O)NC(=O)COc1c(F)c(F)cc(F)c1F | ? | 2%[46.1 µM] | 7% | -9%[38.3 µM] | 4% | 0% | -2.4%
CCCOc1ccc(N2CC(C(=O)NC(C)C)CC2=O)cc1 (stereo not given) | -3% | -24%[7.67 µM] | 5% | 5%[38.3 µM] | 4% | 0% | -12%
O=C(Nc1ccc2c(c1)OCO2)N1CCN(C/C=C/c2ccccc2)CC1 | -11% | -11%[46.1 µM] | -3% | 10%[38.3 µM] | -21% | -1% | 0.0%
O=C(O)c1ccc(CNCc2ccc(F)cc2)cc1 | 12%[46 µM] | 8% | 5% | -3% | 8% | 3% | -0.9%
O=C(Nc1nnc(-c2ccco2)o1)c1ccc(S(=O)(=O)N2CCCC2)cc1 | 0%[9.22 µM] | -22% | -24% | 4% | -11% | 6% | 3.9%
CCOC(=O)c1ccc(CNC(=O)C2CCCCC2C(=O)OCC(F)(F)F)o1 (stereo not given) | 7% | -5%[46.1 µM] | 13% | 2%[38.3 µM] | -15% | -2% | 0.0%
COc1ccc(-n2c(SCC(=O)NCc3ccco3)nc3c([nH]c4ccccc43)c2=O)cc1 | -10%[46 µM] | 5%[46.1 µM] | 11% | 19%[38.3 µM] | 4% | 2% | 9.2%&4.6%
CC(C)(C)C(=O)O/N=C(\N)c1ccc([N+](=O)[O-])s1 | . | -22% | -2% | . | 6% | . | 4.5%
CCCCOC(=O)CSc1nnc(N)s1 | -1% | 7%[46.1 µM] | 4% | -1%[38.3 µM] | 7% | -3% | ?
Cc1ccc(/C=N/n2c(-c3cccs3)n[nH]c2=S)cc1 | -5% | ? | -11% | 12%[38.3 µM] | 6% | -6% | 0.3%
O=C(c1ccc(CS(=O)(=O)c2c(Cl)cccc2Cl)o1)N1CCN(c2ccccn2)CC1 | 1% | -21%[46.1 µM] | -5% | 5%[38.3 µM] | -2% | 3% | -7.8%
CCn1c(SCC(=O)Nc2ccc(C)cc2)nc(O)cc1=O | . | 2% | 8% | . | 4% | . | 1.1%
COc1ccc(/C=N/n2cnc3c([nH]c4ccccc43)c2=O)cc1COc1ccccn1 | . | -32% | -3% | 0% | 4% | -1% | 1.7%
O=C1CSC(c2nn(-c3ccccc3)cc2-c2cc3ccccc3oc2=O)N1Cc1ccco1 (stereo not given) | -21% | -18%[46.1 µM] | -11% | -12%[38.3 µM] | 23% | 5% | -0.9%
c1ccc(-c2ncc(CSc3nncn3-c3ccccc3)s2)cc1 | 6% | -1%[46.1 µM] | -1% | 34%[activator][38.3 µM] | 0% | 7% | -0.7%
CCCCCC(=O)Nc1ccc2oc(-c3cncc(Br)c3)nc2c1 | 0% | 2%[46.1 µM] | 2% | -27%[38.3 µM] | 0% | -2% | -5.5%
N#CC1C=Cc2ccccc2N1C(=O)c1ccccc1 (stereo not given) | . | 4% | 2% | . | 7% | . | -0.9%
CNC(=O)COC(=O)c1cc(-c2ccco2)nc2ccccc12 | . | 9%[7.67 µM] | . | . | 19% | . | 1.4%
COc1ccc(CNC(=O)c2cc(-c3ccco3)on2)cc1 | 3% | -8%[46.1 µM] | 8% | 25%[38.3 µM] | 4% | -1% | 1.8%
Cc1ccccc1S(=O)(=O)Cc1ccc(C(=O)NCc2ccc(F)cc2)o1 | . | 11% | 3% | 3% | 2% | . | -0.2%
COc1ccc(/C(O)=C2\C(=O)C(=O)N(CCCN(C)C)C2c2ccccc2F)cc1Cl (stereo not given) | -1% | 11%[46.1 µM] | -6% | ? | 7% | -8% | -0.9%
O=C(NC1CCCCC1)C(c1ccc2ncccc2c1)N(Cc1ccco1)C(=O)c1ccc2c(c1)OCCO2 (stereo not given) | 4% | ? | 0% | 4%[38.3 µM] | -3% | -1% | 0.9%
Cc1ccccc1C(=O)NCC(=O)NNC(=S)NC(=O)c1ccccc1 | 1% | 8% | -2% | 1% | -4% | 0% | -1.1%
O=C(c1ccccc1)N1CCC(c2nc3c(nnn3Cc3ccccc3Cl)c(=O)[nH]2)CC1 | 6% | ? | -9% | 33%[activator][38.3 µM] | -4% | 0% | 0.7%
CCOC(=O)c1cnc2c(C)cccc2c1NCCc1ccc(OC)c(OC)c1 | ? | -12%[46.1 µM] | 23% | 32%[activator][38.3 µM] | 13% | 5% | -1.1%&0.0%
COc1ccc(N=Cc2nc(-c3ccccc3)oc2OC(=O)c2ccccc2)cc1 | 5% | -29% | -7% | 4% | -3% | -7% | -1.3%
C=CCn1c(SCC(=O)Nc2ncc(Cc3ccc(Br)cc3)s2)nnc1-c1ccncc1 | ? | -21%[46.1 µM] | -2% | 3%[38.3 µM] | -6% | -3% | 0.0%
CCOC(=O)C1CCCN(S(=O)(=O)c2ccc(C)cc2)C1 (stereo not given) | -16% | -8%[46.1 µM] | -2% | 9% | 3% | 2% | -0.8%
Cc1ccc(N(CC(=O)NCc2ccc(F)cc2)C(=O)c2csnn2)c(C)c1 | ? | -5% | 3% | 8% | 2% | -1% | 2.1%
Cc1ccc(OCC(=O)N2CCc3ccccc3C2)c([N+](=O)[O-])n1 | 13%[46 µM] | 4% | -5% | 4% | -1% | -1% | -1.4%
O=C(c1c[nH]c2ccccc12)N1CCN(c2ccccc2)CC1 | . | -12% | 9% | -5% | 5% | 4% | -4.4%
CCOC(=O)c1nn(-c2cccc(OC)c2)c2nc(CC)c(C#N)c(=O)n12 | -2% | -13% | 4% | -6% | -1% | -10% | -0.9%
Cc1ccc(CSCC(=O)NN=C2CCN(C)CC2)cc1 | 6% | 13% | 10% | -5% | -8% | -1% | -1.9%
CC(=O)N1N=C2c3ccccc3CCC2C1c1cccs1 (stereo not given) | . | 14% | 5% | . | -7% | . | 0.1%
COc1ccc(C(=O)/C(=C\c2sccc2C)c2nc3ccccc3o2)cc1 | ? | -19% | -12% | 22% | 1% | 4% | 0.1%

5 entries from above, with tabs:
Molecule	Lamin A splicing	NPSR antag	CBFb-RUNX1 inh	IMPase Li cell	GLA spleen mod	Luc counter	Epigenetic derep
O=C(c1ccccc1)N1CCC(c2nc3c(nnn3Cc3ccccc3Cl)c(=O)[nH]2)CC1	6%	?	-9%	33%[activator][38.3 µM]	-4%	0%	0.7%
CCOC(=O)c1cnc2c(C)cccc2c1NCCc1ccc(OC)c(OC)c1	?	-12%[46.1 µM]	23%	32%[activator][38.3 µM]	13%	5%	-1.1%&0.0%
COc1ccc(N=Cc2nc(-c3ccccc3)oc2OC(=O)c2ccccc2)cc1	5%	-29%	-7%	4%	-3%	-7%	-1.3%
C=CCn1c(SCC(=O)Nc2ncc(Cc3ccc(Br)cc3)s2)nnc1-c1ccncc1	?	-21%[46.1 µM]	-2%	3%[38.3 µM]	-6%	-3%	0.0%
CCOC(=O)C1CCCN(S(=O)(=O)c2ccc(C)cc2)C1 (stereo not given)	-16%	-8%[46.1 µM]	-2%	9%	3%	2%	-0.8%

The list goes on.
SMILES | Lamin A splicing | NPSR antag | CBFb-RUNX1 inh | IMPase Li cell | GLA spleen mod | Luc counter | Epigenetic derep
COc1ccc(CCNC(=O)c2n[nH]c3ccccc23)cc1 | . | 3% | 4% | 6% | -4% | 0% | 3.2%
O=c1cc([O-])[n+]2c3n1CCCN3CCC2 | -3% | 13% | 12% | 13% | 9% | 1% | 1.9%
COc1cccc(C2CCCN2Cc2nc(-c3sccc3C)oc2C)c1 (stereo not given) | ? | 51% | -11% | 16% | 1% | -7% | 0.0%
COC(=O)[C@@]1(Cc2ccc(F)cc2)[C@H]2c3cc(C(=O)N4CCCC4)n(CC4CC4)c3C[C@H]2CN1C(=O)c1ccccc1 | . | . | -28% | 12% | 5% | -3% | 7.5%
Cc1ccccc1Cn1c(C(=O)OC(C)C)cc2c1ccn2C | 12% | ? | -15% | 17%[38.3 µM] | 10% | 1% | 1.9%
Cc1cc(Cl)ccc1C(=O)C1CCCN(C(=O)c2ccc3ncccc3c2)C1 (stereo not given) | ? | 9% | 1% | 18% | 8% | 2% | 0.9%
COc1ccccc1NC(=S)N(Cc1ccco1)Cc1cc2cc(C)c(C)cc2[nH]c1=O | ? | -31% | -2% | -4% | -1% | 3% | -3.2%
CC(=O)Nc1ccc(OS(=O)(=O)c2c(C)cc(C)cc2C)cc1 | ? | -1% | -5% | 5% | -8% | 0% | -1.7%
COc1ccc(C(=O)N2CCC[C@@]3(CCN(CC(C)C)C3)C2)cc1 | . | . | . | 9% | 1% | -3% | .
COC(=O)c1c(C)nn(-c2ccc(OC(F)(F)F)cc2)c1-c1snnc1C | . | 9% | 7% | . | -7% | . | -1.4%
COc1cc(C(=O)NCC(c2ccco2)N(C)C)cc(OC)c1OC (stereo not given) | -6% | 15% | -9% | -2% | 1% | 5% | -1.0%
COc1ccc(C2=CC3=C(Br)C(=O)C(C)(OC(=O)c4cnc5ccccc5n4)C(=O)C3=CO2)cc1 (stereo not given) | . | . | 0% | 0% | -3% | 0% | -1.1%
CS(=O)(=O)N1CCN(c2ccccc2NC(=O)c2cccs2)CC1 | 5% | -9%[46.1 µM] | 2% | 17%[38.3 µM] | -1% | -2% | -2.0%
COC(=O)/C(C#N)=C/c1ccc(OC(=O)c2ccccn2)cc1 | 6% | 5% | -3% | 4% | 0% | -4% | -1.0%
COC(=O)NNC(=O)COc1ccc2ccccc2c1Br | -2% | -24% | -3% | ? | 6% | -3% | -1.3%
O=C(Nc1ccccc1F)c1ccccc1-c1ccc(C(F)(F)F)cc1 | 6% | -12% | 3% | 6% | 2% | -1% | -3.0%
COC(=O)c1sccc1NC(=O)CSc1ccccc1NS(=O)(=O)c1ccc(Cl)cc1 | -5% | ? | -3% | 8%[38.3 µM] | -9% | -3% | 1.3%
Nc1nonc1-n1nnc(C(=O)N/N=C/c2cc(Br)ccc2O)c1CSC1=NCCS1 | ? | -9%[46.1 µM] | ? | -18% | 9% | 3% | 0.0%
CCCOc1ccc(C(C)=O)cc1CN1CCOCC1 | -4% | 11% | 0% | 0% | -10% | -4% | -2.5%
